Compound activity deposited in PubChem by Sanford-Burnham Center for Chemical Genomics.
MIN6 prolif: induces beta-cell replication in MIN6 cells | proliferation, % at 10 µM | MIN6 cells proliferation, ATPlite luminescence, 48 h; cells starved in 0.2% serum; 100% = growth in 10% serum | actives 0.29% (n = 330,000) | AID 2380;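 active means compounds whose signal lies at least 3.5 SD above the mean of all wells on their plate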;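 further: 0% = DMSO-treated cells in low-serum medium and 100% = 10% serum control; some compounds called inactive have numbers as strong as hits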
tim10-1 inh: growth inhibitors of tim10-1 mutant yeast; S. cerevisiae tim10-1 ts strain growth, BacTiter-Glo, 24 h; actives 2.2% (n = 330,000); AID 463190; inhibition, % at 20 µM;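 active means inhibition of at least 40%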;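 further: mutant grown at 25 °C; 0% = DMSO wells with yeast and 100% = wells holding no yeast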
NALP3 yeast inh: blocks the NALP3 inflammasome reconstituted in yeast | Yeast reconstituted NLRP3/ASC/caspase-1, beta-gal luminescence, 24 h | inhibition, % at 10 µM | actives 0.39% (n = 330,000);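 active means inhibition of 50% or more; inactive means inhibition below 50%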;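 further: plate controls were induced DMSO wells for no effect and uninduced yeast grown without galactose for full effect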
NR3A LBD binder: NR3A (human) ligand-binding domain modulation; NR3A LBD differential scanning fluorimetry, Tm shift; 0% = protein alone, 100% = glycine-bound protein; Tm shift relative to glycine control, % at 25 µM; actives 2.5% (n = 340,000); AID 1259313;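 active means melting temperature shift of at least 10% of the positive control shift, at one fixed dose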
tim23-1 inh: growth inhibitors of tim23-1 mutant yeast | S. cerevisiae tim23-1 growth, BacTiter-Glo luminescence, 24 h | inhibition, % at 20 µM | actives 1.3% (n = 330,000) | AID 463212;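 active means growth inhibition of the mutant yeast at or above 50%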;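 further: temperature-sensitive mutant grown at 25 °C; plate controls were DMSO-treated mutant yeast for no effect and medium wells lacking yeast for full effect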
TIM10 inh: inhibits growth of TIM10 yeast strain; S. cerevisiae TIM10 strain growth, BacTiter-Glo luminescence, 24 h; actives 1.4% (n = 330,000); inhibition, % at 10 µM;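 active means inhibition of 40% or more at the single tested concentration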;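 further: wild-type TIM10 isogenic control strain grown at permissive 25 °C; 0% = DMSO yeast wells and 100% = minimal medium wells without yeast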
APJ antag: APJ receptor antagonism. P35414. CHO-K1 APJ beta-arrestin complementation, luminescence. inhibition, % at 20 µM. actives 0.32% (n = 330,000);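 active means inhibition above about 40% at 20 µM, limit read from the data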;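 further: cells challenged with 10 nM apelin-13 agonist together with compound; plate controls were apelin-13 plus DMSO wells for no effect and DMSO wells lacking apelin-13 for full effect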
Target sequence (P35414 whole entry, looked up): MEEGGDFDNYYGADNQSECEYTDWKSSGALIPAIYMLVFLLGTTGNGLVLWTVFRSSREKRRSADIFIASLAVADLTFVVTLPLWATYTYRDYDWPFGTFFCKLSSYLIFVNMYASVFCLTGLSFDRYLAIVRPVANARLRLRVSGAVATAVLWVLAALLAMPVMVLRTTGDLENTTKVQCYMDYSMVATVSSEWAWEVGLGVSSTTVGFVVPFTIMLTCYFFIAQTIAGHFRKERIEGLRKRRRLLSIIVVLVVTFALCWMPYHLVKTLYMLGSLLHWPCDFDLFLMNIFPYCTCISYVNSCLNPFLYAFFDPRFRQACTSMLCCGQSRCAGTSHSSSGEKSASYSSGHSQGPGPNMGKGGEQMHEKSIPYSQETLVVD
MPTP block: blocks calcium-induced mitochondrial swelling. actives 1.4% (n = 360,000). inhibition, % at 10 µM. isolated mouse mitochondria, Ca2+ swelling absorbance, 30 min;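 active means inhibition of 50% or more, scaled per plate between neutral and stimulator controls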;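 further: 0% = DMSO wells given calcium and 100% = 1 mM EGTA wells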
APJ ag: agonists of human APJ apelin receptor; CHO-K1 APJ PathHunter beta-arrestin, luminescence; 0% DMSO wells, 100% apelin; activation, % at 20 µM; actives 0.11% (n = 330,000); AID 2520;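 active means activation more than six SD over the plate average, tested at 20 µM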;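 further: 0% = DMSO alone and 100% = apelin-13 at 10 nM; some results filed as inactive read as strong as hits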
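Test system – PathHunter CHO-K1 APJ (AGTRL-1) beta-arrestin reporter cells · Input – 1000 cells/well · Compound – single test compound dose, 20 µM final, 1% DMSO · Times – compound stimulation 90 min at 25 °C, detection 60 min · Technique – beta-gal luminescence · Read-out basis – APJ–arrestin association signal · Control set – negative DMSO alone, positive Apelin-13 at 10 nM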
* = called active by the depositor. Outcome played no part in choosing rows (roughly 7.2% active in at least one column).

Results for CC(=O)c1ccc(NC(=O)CSc2nc(=O)n(CCN3CCOCC3)c3c2CCC3)cc1 ?
MIN6 prolif: -3; tim10-1 inh: -20; NALP3 yeast inh: 8; NR3A LBD binder: -1; tim23-1 inh: -10; TIM10 inh: -12; APJ antag: -47; MPTP block: 1.1; APJ ag: -5

What do the screens show for `COc1ccccc1-c1ccc(Nc2cccc(C(C)=O)c2)nn1`?
MIN6 prolif: -3; tim10-1 inh: 6; NALP3 yeast inh: 25; NR3A LBD binder: 11*; tim23-1 inh: -8; TIM10 inh: -42; APJ antag: -17; MPTP block: -0.7; APJ ag: 4

Results for Cc1onc(-c2ccccc2Cl)c1C(=O)Nc1ccc(-n2nncc2-c2ccco2)cc1 ?
MIN6 prolif: -3; tim10-1 inh: 20; NALP3 yeast inh: -5; NR3A LBD binder: -3; tim23-1 inh: 9; TIM10 inh: 18; APJ antag: -9; MPTP block: -1.9; APJ ag: -2

What do the screens show for `CC(=O)c1ccc(OCc2ncc(C(F)(F)F)cc2Cl)cc1`?
MIN6 prolif: 0; tim10-1 inh: 2; NALP3 yeast inh: 14; NR3A LBD binder: -2; tim23-1 inh: -1; TIM10 inh: -29; APJ antag: 12; MPTP block: 0.8; APJ ag: -2

What do the screens show for `Cc1ccc(Cc2ccc(C(=O)NNC(N)=S)o2)cc1`?
MIN6 prolif: -2; tim10-1 inh: -1; NALP3 yeast inh: 2; NR3A LBD binder: -1; tim23-1 inh: 5; TIM10 inh: 8; APJ antag: 15; MPTP block: -0.8; APJ ag: -5

How did NS(=O)(=O)c1ccc(NC(=S)NCc2ccco2)cc1 do in these assays?
MIN6 prolif: -1; tim10-1 inh: 1; NALP3 yeast inh: 1; NR3A LBD binder: 2; tim23-1 inh: -1; TIM10 inh: 10; APJ antag: -5; MPTP block: -2.8; APJ ag: -3

Results for COc1ccc(NC(=S)N2CCCC2)cc1OC ?
MIN6 prolif: -1; tim10-1 inh: 5; NALP3 yeast inh: 16; NR3A LBD binder: -2; tim23-1 inh: 11; TIM10 inh: 15; APJ antag: -18; MPTP block: 1.0; APJ ag: -1

How did COc1ccc(C(=O)N/C(=C/c2ccco2)C(=O)NCc2ccco2)cc1 do in these assays?
MIN6 prolif: -1; tim10-1 inh: 3; NALP3 yeast inh: 11; NR3A LBD binder: 0; tim23-1 inh: 2; TIM10 inh: -10; APJ antag: 8; MPTP block: -3.5; APJ ag: 0

How did O=C(CC(c1ccccc1)c1cc(Cl)ccc1O)N1CCCC1 (centres undefined) do in these assays?
MIN6 prolif: -3; tim10-1 inh: 24; NALP3 yeast inh: 1; NR3A LBD binder: 1; tim23-1 inh: 30; TIM10 inh: 22; APJ antag: 11; MPTP block: 1.9; APJ ag: -3

What do the screens show for `COc1ccccc1CN1CC(C(=O)N(C)Cc2[nH]c3ccccc3c2C)CCC1=O` (centres undefined)?
MIN6 prolif: -1; tim10-1 inh: 6; NALP3 yeast inh: 6; NR3A LBD binder: 0; tim23-1 inh: -10; TIM10 inh: 5; APJ antag: -2; MPTP block: -0.6; APJ ag: -3

How did CCC(OC(=O)c1cccs1)C(=O)NC1CCCCC1 (centres undefined) do in these assays?
MIN6 prolif: 1; tim10-1 inh: 9; NALP3 yeast inh: 24; NR3A LBD binder: 1; tim23-1 inh: 13; TIM10 inh: 16; APJ antag: -8; MPTP block: -1.0; APJ ag: -3

Results for CC1CCN(CC(=O)N2CCc3ccccc32)CC1 ?
MIN6 prolif: 0; tim10-1 inh: 16; NALP3 yeast inh: 8; NR3A LBD binder: 1; tim23-1 inh: 8; TIM10 inh: -1; APJ antag: -6; MPTP block: -0.4; APJ ag: 6

What do the screens show for `CN1C(=O)CC(N2CCN(c3ncccn3)CC2)C1=O` (centres undefined)?
MIN6 prolif: -1; tim10-1 inh: 6; NALP3 yeast inh: -2; NR3A LBD binder: -2; tim23-1 inh: 1; TIM10 inh: -5; APJ antag: 14; MPTP block: 0.1; APJ ag: -4

Results for COc1cc(OC)cc(-c2nc(N)n[nH]2)c1 ?
MIN6 prolif: 0; tim10-1 inh: 8; NALP3 yeast inh: 17; NR3A LBD binder: -1; tim23-1 inh: 14; TIM10 inh: 17; APJ antag: -14; MPTP block: -0.7; APJ ag: -1

What do the screens show for `N#CCOc1ccccc1/C=C/c1nc2ccccc2c(=O)[nH]1`?
MIN6 prolif: 1; tim10-1 inh: -11; NALP3 yeast inh: 9; NR3A LBD binder: -1; tim23-1 inh: 0; TIM10 inh: 9; APJ antag: -4; MPTP block: -0.8; APJ ag: 1

Results for CN1C(C(=O)NCC2CC2)CC2Cn3c(nc4cc5ccccc5cc43)C21 (centres undefined) ?
MIN6 prolif: 0; tim10-1 inh: -1; NALP3 yeast inh: 12; NR3A LBD binder: -7; tim23-1 inh: 13; TIM10 inh: -9; APJ antag: 23; MPTP block: -0.9; APJ ag: 4

Results for Brc1ccccc1-c1nc2c3ccccc3ncn2n1 ?
MIN6 prolif: -2; tim10-1 inh: 14; NALP3 yeast inh: 17; NR3A LBD binder: -5; tim23-1 inh: 27; TIM10 inh: 8; APJ antag: -1; MPTP block: -0.4; APJ ag: -2

What do the screens show for `CCOC(=O)c1cnc(-n2nc(C)cc2C)nc1NC1CCCCC1`?
MIN6 prolif: -6; tim10-1 inh: -33; NALP3 yeast inh: 28; NR3A LBD binder: -1; tim23-1 inh: 54*; TIM10 inh: -6; APJ antag: 35; MPTP block: 25; APJ ag: -1

How did O=C(NNC(=O)C1CCC1)c1ccccc1F do in these assays?
MIN6 prolif: -2; tim10-1 inh: -20; NALP3 yeast inh: 20; NR3A LBD binder: 0; tim23-1 inh: -11; TIM10 inh: 2; APJ antag: 4; MPTP block: -1.9; APJ ag: -2

How did C=CCNC(=O)Cc1c(OC)ccc2cc(Br)ccc12 do in these assays?
MIN6 prolif: -1; tim10-1 inh: -13; NALP3 yeast inh: 30; NR3A LBD binder: -2; tim23-1 inh: -6; TIM10 inh: -11; APJ antag: -3; MPTP block: -1.1; APJ ag: -4

What do the screens show for `CC(C)CC(=O)Nc1nnc(S(=O)(=O)N2CCc3ccccc32)s1`?
MIN6 prolif: 3; tim10-1 inh: 2; NALP3 yeast inh: 22; NR3A LBD binder: 1; tim23-1 inh: -4; TIM10 inh: -15; APJ antag: 4; MPTP block: 0.8; APJ ag: -2

How did COc1ccccc1C1C2=C(CC(C)(C)CC2=O)N(CC(=O)O)C2=C1C(=O)CC(C)(C)C2 do in these assays?
MIN6 prolif: -3; tim10-1 inh: 10; NALP3 yeast inh: 14; NR3A LBD binder: -1; tim23-1 inh: 10; TIM10 inh: 1; APJ antag: -14; MPTP block: 4.0; APJ ag: -1

How did N#CC1(NC(=O)CSc2nnc3n2CCCCC3)CCCCC1 do in these assays?
MIN6 prolif: 3; tim10-1 inh: -3; NALP3 yeast inh: 13; NR3A LBD binder: 1; tim23-1 inh: -5; TIM10 inh: 81*; APJ antag: 9; MPTP block: -2.3; APJ ag: -2

What do the screens show for `CCS(=O)(=O)c1nc(S(=O)(=O)c2ccc(C)cc2)c(N2CCOCC2)s1`?
MIN6 prolif: 1; tim10-1 inh: -15; NALP3 yeast inh: 5; NR3A LBD binder: -3; tim23-1 inh: 12; TIM10 inh: 11; APJ antag: 9; MPTP block: 0.2; APJ ag: -2

Results for COc1cc(/C=C/C(=O)OCC(=O)N(C)Cc2ccccc2)ccc1O ?
MIN6 prolif: -1; tim10-1 inh: 4; NALP3 yeast inh: 7; NR3A LBD binder: -1; tim23-1 inh: 20; TIM10 inh: 3; APJ antag: 4; MPTP block: -0.7; APJ ag: -3

What do the screens show for `O=C(N/N=C/c1ccc(O)cc1)c1csc2ccccc12`?
MIN6 prolif: -3; tim10-1 inh: -24; NALP3 yeast inh: 5; NR3A LBD binder: 23*; tim23-1 inh: 0; TIM10 inh: 6; APJ antag: -13; MPTP block: -0.1; APJ ag: 3

What do the screens show for `C=CCc1cccc(/C=N/NC(=O)c2ccccc2Br)c1O`?
MIN6 prolif: -6; tim10-1 inh: 44*; NALP3 yeast inh: -3; NR3A LBD binder: 1; tim23-1 inh: 62*; TIM10 inh: 64*; APJ antag: -14; MPTP block: 34; APJ ag: -3

Results for O=C(/C=C\Nc1cccc(F)c1)c1cccs1 ?
MIN6 prolif: -1; tim10-1 inh: 8; NALP3 yeast inh: 33; NR3A LBD binder: -1; tim23-1 inh: 53*; TIM10 inh: 24; APJ antag: -2; MPTP block: 5.6; APJ ag: -1

How did O=C(CNc1cccc(S(=O)(=O)N2CCCCC2)c1)Nc1ccccc1F do in these assays?
MIN6 prolif: 1; tim10-1 inh: 5; NALP3 yeast inh: 10; NR3A LBD binder: -2; tim23-1 inh: 15; TIM10 inh: 7; APJ antag: 7; MPTP block: -1.3; APJ ag: 4

Results for CN(C1CCCCC1)S(=O)(=O)c1ccc(NC(=O)C2CCCCC2C(=O)O)cc1 (centres undefined) ?
MIN6 prolif: -2; tim10-1 inh: 1; NALP3 yeast inh: 23; NR3A LBD binder: -5; tim23-1 inh: 15; TIM10 inh: -3; APJ antag: -10; MPTP block: -5.1; APJ ag: 2

What do the screens show for `CN(C)C(CNC(=O)CCNC(=O)c1ccccc1Cl)c1ccco1` (centres undefined)?
MIN6 prolif: 5; tim10-1 inh: 2; NALP3 yeast inh: 15; NR3A LBD binder: 0; tim23-1 inh: 6; TIM10 inh: -5; APJ antag: -3; MPTP block: -1.2; APJ ag: -3

How did O=C(CCCNC(=O)c1ccc(Cl)cc1)NCc1ccc(F)cc1 do in these assays?
MIN6 prolif: -2; tim10-1 inh: -48; NALP3 yeast inh: 12; NR3A LBD binder: -1; tim23-1 inh: -31; TIM10 inh: -33; APJ antag: 2; MPTP block: 0.1; APJ ag: -1

What do the screens show for `COc1ccccc1NC(=O)c1sc(NC(=O)c2ccco2)c(C#N)c1C`?
MIN6 prolif: 0; tim10-1 inh: 15; NALP3 yeast inh: 17; NR3A LBD binder: 1; tim23-1 inh: 25; TIM10 inh: -12; APJ antag: -2; MPTP block: 2.5; APJ ag: 2

Results for Cc1cc(NC(=O)Cn2nc(C(F)(F)F)c3c2CCC3)no1 ?
MIN6 prolif: -2; tim10-1 inh: -16; NALP3 yeast inh: 19; NR3A LBD binder: 3; tim23-1 inh: 2; TIM10 inh: -13; APJ antag: 5; MPTP block: -1.5; APJ ag: -5

What do the screens show for `Cc1ccc(/C=N/NC(=O)c2cccs2)s1`?
MIN6 prolif: -2; tim10-1 inh: -14; NALP3 yeast inh: 25; NR3A LBD binder: -27; tim23-1 inh: 7; TIM10 inh: -1; APJ antag: -9; MPTP block: 1.5; APJ ag: 0

How did CCOC(=O)c1sc2nc(CSCC(=O)OCc3ccc(C(=O)OC)o3)[nH]c(=O)c2c1C do in these assays?
MIN6 prolif: -2; tim10-1 inh: 27; NALP3 yeast inh: 0; NR3A LBD binder: -3; tim23-1 inh: 21; TIM10 inh: 8; APJ antag: 7; MPTP block: 4.2; APJ ag: -2

Results for COc1ccccc1/C=C/C=N/N1CCN(Cc2ccccc2)CC1 ?
MIN6 prolif: -1; tim10-1 inh: 13; NALP3 yeast inh: 14; NR3A LBD binder: -3; tim23-1 inh: 18; TIM10 inh: 15; APJ antag: 7; MPTP block: -8.9; APJ ag: -2
